Bioassay records deposited in PubChem by several laboratories.
WT yeast gro inh: growth inhibition of WT yeast, mitochondrial fusion screen | mitochondrial fusion phenotypic screen, WT strain | inhibition, % at 10 µM | 190,000 compounds, 2.1% hits; in the data active = inhibition above about 58%; tested in S. cerevisiae
Myeloid diff 2: promotes myeloid progenitor differentiation; ER-HoxA9 myeloid progenitors, lysozyme-GFP differentiation, flow cytometry; calls only at 10 µM; 360,000 compounds, 1% hits;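 active = normalized GFP-positive differentiation at or above the plate's own cutoff, the solvent-only control mean plus 3 SD; inconclusive = no clear call, values can overlap the other calls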;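 also: cells exposed to compound for four days before flow analysis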
TNAP activation fold: stimulation of alkaline phosphatase TNAP activity – biochemical, luminescent, no phosphate acceptor, uHTS, primary screen (AID 1001). purified TNAP, luminescent activation assay, no phosphate acceptor; higher activation fold means a stronger effect. activation fold at 20 µM; hits with a dose series show EC50 in µM. 200,000 compounds, 0.03% hits; in the data active = activation fold from about 3, or a potency from the dose series; inactive = the rest, 99 in 100 with activation fold below about 1.6; also: many of its hits are not listed in these tables
human PMI inhibitors: MPI inhibition at elevated mannose 6-phosphate – biochemical, fluorescence intensity, high mannose 6-phosphate, primary screen (AID 1220); recombinant PMI enzyme, coupled fluorescence intensity; higher % means a stronger effect; one-dose inhibition, % at 20 µM; IC50 in µM for titrated hits; 190,000 compounds, 0.66% hits
RSV antiviral HEp-2: inhibition of RSV-induced cytopathic effect – HEp-2 cells, primary 10 µM value included (AID 2391); 310,000 compounds, 0.13% hits; CPE inhibition, % at 10 µM; hits with a dose series show IC50 in µM; HEp-2 cells, RSV-induced CPE inhibition; higher % means a stronger effect; in the data active = a potency from the dose series; inconclusive = CPE inhibition mostly from about 23% at the one dose, without a potency; inactive = the rest, 99 in 100 with CPE inhibition below about 21%; also: strong numbers were not always called active
Salmonella PhoP GFP: inhibitors of PhoP regulon expression, primary screen, Salmonella Typhimurium, GFP reporter (AID 1863); S. Typhimurium PhoP-regulated promoter GFP reporter, 4 h; higher % means a stronger effect; inhibition, % at 50 µM; hits with a dose series show IC50 in µM; 300,000 compounds, 0.16% hits;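 active = inhibition over 29.93%, a cutoff 3 SD above the screen mean, later confirmed by dose response; inconclusive = inhibition over 29.93% but no dose response follow-up; inactive = inhibition at most 29.93% or unconfirmed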;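 also: 0% = low Mg2+ inducing control and 100% = high Mg2+ repressing control; strong numbers were not always called active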
XIAP antagonists: small molecules displacing peptide from XIAP – biochemical, IAP family, fluorescence polarization (AID 1018); XIAP BIR domain, fluorescence polarization peptide displacement; higher % means a stronger effect; displacement, % at 20 µM; hits with a dose series show IC50 in µM; 200,000 compounds, 0.007% hits; in the data active = displacement above about 50%; also: a part of the inactive calls stands beside numbers as strong as those of hits
Siah-1 displacement: blockers of Siah-1 interaction with plectin peptide – biochemical, fluorescence polarization, rhodamine-plectin, uHTS, primary screen (AID 1817) | displacement, % at 20 µM, or IC50 in µM where a hit was titrated | 290,000 compounds, 0.02% hits | Siah-1 / rhodamine-plectin peptide fluorescence polarization; higher % means a stronger effect;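 active = displacement of at least 50% at 20 µM, with a fluorescence ratio check between 0.3 and a set limit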;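 also: plate controls were Siah plus tracer with DMSO for no effect and tracer alone without Siah for full effect; strong numbers were not always called active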
human PMI inhibition: inhibitors of human PMI, primary screen, biochemical, fluorescence intensity, coupled assay (AID 1209); purified PMI enzyme, coupled fluorescence intensity; higher % means a stronger effect; inhibition, % at 20 µM; hits with a dose series show IC50 in µM; 190,000 compounds, 0.42% hits;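 also: plate controls were DMSO vehicle for no effect and wells lacking substrate for full effect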
WT yeast gro inh mutant strain: further read-out of WT yeast gro inh, marked with its call; inhibition, %; mitochondrial fusion phenotypic screen, mutant strain inhibition
Myeloid diff 2 GFP+ MAC1+ %: recorded beside Myeloid diff 2, whose call it bears; GFP+ MAC1+ double positive, %; measured here: differentiation confirmed by MAC1 staining
* = called active by the depositor; i = inactive; u = inconclusive; x = not tested or not shown; + = active, no number. Rule as the data show it, unless noted: active = inhibition above about 50%; inactive = the rest. Compounds as they come; 3.1% or so of the library scored in one or more.

SMILES | WT yeast gro inh | WT yeast gro inh mutant strain | Myeloid diff 2 | Myeloid diff 2 GFP+ MAC1+ % | TNAP activation fold | human PMI inhibitors | RSV antiviral HEp-2 | Salmonella PhoP GFP | XIAP antagonists | Siah-1 displacement | human PMI inhibition
CCC1Oc2ccc(C)cc2N(CC(=O)NCc2ccccc2OC)C1=O (stereo unspecified) | 9 | 0 | i | 2.1 | 1 | 1% | 3.1% | -6% | -7.5% | -3% | 6%
c1ccc(Nc2nc3ccccc3n3nnnc23)cc1 | 11 | 10 | i | 1.8 | 1 | -8% | 0.5% | -9% | -3.2% | -1% | -4%
Cn1c(Sc2nc3ccccc3n2C)nc2ccccc21 | 20 | 14 | i | 1.4 | 1.1 | -4% | 0.6% | -1% | -5.7% | 0% | -1%
O=C(N/N=C/c1ccncc1)c1ccc2c(c1)OCO2 | -17 | 1 | i | 0.9 | 1 | -28% | 2.2% | -4% | -3.5% | 0% | -32%
CC(=O)Nc1ccc(NC(=O)Cn2c(-c3ccc(F)cc3)cnc2SCC(=O)Nc2c(C)cccc2C)cc1 | 38 | -4 | i | 1.6 | 1.2 | -2% | 0.0% | -5% | -5.0% | 5% | -3%
Cn1cc(/C=C/C(=O)N2CCCC(C(=O)c3ccc(C(F)(F)F)cc3)C2)cn1 (stereo unspecified) | 6 | 0 | i | 0.3 | 1.1 | -8% | 0.7% | -8% | -4.0% | 6% | 0%
Cc1ccc(NC(=O)COC(=O)c2csc3c2CCC(C)C3)cc1S(=O)(=O)N1CCCCC1 (stereo unspecified) | -9 | -20 | i | 0.2 | 1.2 | 12% | 12% | 0% | 0.5% | 1% | 14%
Cc1onc(-c2c(F)cccc2Cl)c1C(=O)Nc1nccs1 | -1 | -12 | i | 0.9 | 1 | 7% | 1.2% | 6% | -5.3% | -2% | -3%
Cc1ccc(NC(=O)C2CCN(S(=O)(=O)c3ccc4c(c3)NC(=O)C(C)S4)CC2)c(Cl)c1 (stereo unspecified) | x | x | i | 3.2 | x | x | 0.3% | -12% | x | 1% | x
CC1(C)Cc2cccc(Oc3ccc(S(=O)(=O)N4CCCCC4)cn3)c2O1 | -4 | 9 | i | 0.4 | 1.2 | -4% | 2.5% | -7% | -4.9% | 19% | 4%
COC(=O)C1=C(C)N(C)C(=S)NC1c1cc(OC)ccc1OC (stereo unspecified) | 5 | 4 | i | 1.6 | 1 | -1% | 0.5% | -6% | 1.3% | 1% | -10%
CC1=NN(C(N)=S)C(=O)C1N=Nc1ccc(Cl)cc1 (stereo unspecified) | x | x | i | 0.4 | x | x | u | 1% | x | 2% | x
Cn1c(N/N=C/c2c[nH]c3ccccc23)nc2ccccc21 | -1 | -4 | i | 0.9 | 1.1 | -8% | 10% | -1% | -3.6% | -4% | -6%
O=C(CN1CCCCC1)N/N=C/c1ccc(Cl)cc1Cl | x | x | i | 0.5 | x | x | 1.0% | -4% | x | -2% | x
O=C(NCc1ccc2c(c1)OCO2)c1cc(=O)[nH]c2ccccc12 | x | x | i | 0.6 | x | x | 0.0% | 0% | x | 3% | x
COc1ccc(-n2nc3c(c2NC(=O)COc2cccc(OC)c2)CS(=O)(=O)C3)cc1 | x | x | i | 2.3 | x | x | 1.3% | -1% | x | -2% | x
COc1ccc(C)cc1NC(=O)CCN1CCN(c2ccccc2)CC1 | x | x | i | 0.3 | x | x | 1.4% | -4% | x | 2% | x
COc1ccc(OC)c(NC(=O)c2ccc(N3C(=O)C4CC=C(C)CC4C3=O)cc2)c1 (stereo unspecified) | x | x | i | 0.4 | x | x | 1.3% | -5% | x | -1% | x
O=C(OCCN1CCOCC1)c1ccc(OCCN2CCOCC2)cc1 | -1 | -1 | i | 0.3 | 1.1 | -7% | 1.2% | 14% | -4.5% | 2% | -2%
CC1CCCC(C)N1C(=O)Cn1nnc(-c2ccccc2)n1 (stereo unspecified) | x | x | i | 1.3 | x | x | 0.7% | 8% | x | 2% | x

In the list so far, these contain two or more sulfur atoms:
SMILES | WT yeast gro inh | WT yeast gro inh mutant strain | Myeloid diff 2 | Myeloid diff 2 GFP+ MAC1+ % | TNAP activation fold | human PMI inhibitors | RSV antiviral HEp-2 | Salmonella PhoP GFP | XIAP antagonists | Siah-1 displacement | human PMI inhibition
Cc1ccc(NC(=O)COC(=O)c2csc3c2CCC(C)C3)cc1S(=O)(=O)N1CCCCC1 (stereo unspecified) | -9 | -20 | i | 0.2 | 1.2 | 12% | 12% | 0% | 0.5% | 1% | 14%
Cc1ccc(NC(=O)C2CCN(S(=O)(=O)c3ccc4c(c3)NC(=O)C(C)S4)CC2)c(Cl)c1 (stereo unspecified) | x | x | i | 3.2 | x | x | 0.3% | -12% | x | 1% | x

The results go on.
SMILES | WT yeast gro inh | WT yeast gro inh mutant strain | Myeloid diff 2 | Myeloid diff 2 GFP+ MAC1+ % | TNAP activation fold | human PMI inhibitors | RSV antiviral HEp-2 | Salmonella PhoP GFP | XIAP antagonists | Siah-1 displacement | human PMI inhibition
CCn1c2ccccc2c2nnc(SCC(=O)NC3CCS(=O)(=O)C3)nc21 (stereo unspecified) | 3 | 16 | i | 0.4 | 1 | 4% | 5.7% | 9% | -7.0% | -2% | 8%
CCC(C)(C)NC(=O)CN(C(=O)CCC(=O)Nc1nccs1)c1ccc2c(c1)OCO2 | x | x | i | 1.1 | x | x | 0.6% | -3% | x | 3% | x
COc1ccc(CNc2nc(-c3cccnc3)nn2C(C)=O)cc1 | 1 | 1 | i | 0.6 | 0.7 | 0% | -2.0% | 3% | -0.3% | -4% | 0%
CC(C)CC(C(=O)NC1CCCCC1)N(Cc1ccccc1)C(=O)c1snc(C(N)=O)c1N (stereo unspecified) | x | x | u | x | x | x | 0.2% | 7% | x | -2% | x
O=C(CCC1CCCCC1)Nc1ccccc1-c1ccccc1 | -5 | -7 | i | 1.1 | 1.1 | 0% | 9.1% | -2% | -20% | 3% | 13%
O=C(C1CCCN1S(=O)(=O)c1ccc(Cl)cc1)N1CCCCC1 (stereo unspecified) | x | x | i | 0.4 | x | x | 0.7% | -3% | x | 1% | x
Cc1c(C(=O)NCC(C)C)sc2nc(-c3ccc(F)cc3)cn12 | 6 | 8 | i | 2.2 | 1.2 | 3% | 5.8% | -9% | -0.6% | 4% | 4%
CC1SC(=Nc2ccccc2)N(S(=O)(=O)c2ccccc2)C1=O (stereo unspecified) | 5 | -5 | i | 0.1 | 1.1 | -9% | 0.9% | -2% | 2.6% | 1% | -8%
Cc1ccc(CNC(=O)C2CC3Cn4c(nc5cc(C)c(C)cc54)C3N2C)o1 (stereo unspecified) | x | x | i | 1.1 | x | x | -1.5% | -9% | x | 1% | x
CC(=O)/C(C#N)=C1\NC(=O)C(Cc2ccc(C)c(Cl)c2)S1 (stereo unspecified) | x | x | i | 0.7 | x | x | 15% | -13% | x | 2% | x
Cc1cc(N2CCN(C(c3ccccc3)c3ccccc3)CC2)n2ncnc2n1 | 38 | 17 | i | 0.2 | 1 | 8% | -0.4% | 14% | -4.9% | 2% | 20%
N#C/C(=C\c1ccc(N2CCOCC2)o1)C(=O)Nc1ccc(O)cc1 | 9 | 4 | + | 1.1* | 0.7 | 21% | -1.3% | -10% | -6.8% | -1% | 15%
Cc1cccnc1NC(=O)Cn1nc(C)c([N+](=O)[O-])c1C | -3 | -64 | i | 0.6 | 1.1 | -2% | 0.6% | 2% | -3.9% | -4% | -1%
NC(=O)CSc1nc2sc3c(c2c2ncnn12)CCCC3 | 1 | 25 | i | 0.7 | 1 | 8% | 0.1% | -12% | -1.9% | -1% | 11%
O=C1c2cccnc2C(=O)N1c1cccc(-c2nc3ccccc3o2)c1 | 9 | 19 | i | 0.7 | 1.1 | 12% | 1.3% | 16% | -3.5% | 7% | 15%
c1ccc(OCc2nnc3sc(C4COc5ccccc5O4)nn23)cc1 (stereo unspecified) | 6 | 6 | i | 1.3 | 1.1 | 10% | 0.6% | -8% | -3.1% | 11% | 20%
COc1cc2c(C(=O)N3CCCc4ccccc43)cn(C)c(=O)c2cc1OC | -8 | 27 | i | 1.6 | 1.1 | -5% | 15% | 2% | -4.6% | -7% | 5%
Cc1cc([N+](=O)[O-])nn1CCCC(=O)NCc1ccc(F)cc1 | -8 | -2 | i | 0.5 | 1 | -2% | 0.8% | -1% | -3.8% | 6% | -10%
Cc1ccc(C(=O)c2c3ccccc3[n+]([O-])n2CCC(N)=O)cc1 | x | x | i | 1.2 | x | x | 1.2% | -5% | x | 1% | x
COc1ccc(CCN(C)C(=O)c2cncc(Br)c2)cc1OC | x | x | i | 0.4 | x | x | 0.8% | 5% | x | -10% | x
COCC(=O)NNC(=S)Nc1cccc(C)c1C | 5 | 9 | i | 1.2 | 1.2 | -4% | -0.1% | -10% | -3.0% | -2% | -6%
Cc1ccc(C)c(N2CCN(S(=O)(=O)c3ccc4c(c3)NC(=O)CO4)CC2)c1 | x | x | u | x | x | x | 16% | -4% | x | 9% | x
O=C(OCc1ccc([N+](=O)[O-])cc1)C1CCN(S(=O)(=O)c2ccccc2)CC1 | 10 | 1 | i | 1.5 | 1.1 | 8% | 1.9% | -2% | -4.6% | 6% | 13%
Cc1sc(N/N=C/c2ccco2)nc1-c1ccccc1 | 28 | 28 | i | 0.1 | 1 | -8% | u | 4% | 4.3% | 3% | -12%
CN1CCN(S(=O)(=O)c2cccc(S(=O)(=O)c3ccc(Cl)c(Cl)c3)c2)CC1 | 1 | -2 | i | 0.4 | 1 | -4% | 0.8% | 3% | 7.1% | 13% | -3%
CCN(CC)c1ncnc2c1ncn2Cc1c(Cl)cccc1Cl | -11 | -6 | u | x | 1.1 | 15% | 13% | 4% | -8.7% | 1% | 14%
COc1cc(NC(=O)CSc2nc3[nH]ncc3c(=O)n2-c2ccc(Cl)cc2)cc(OC)c1 | x | x | i | 1.5 | x | x | 8.9% | -4% | x | 13% | x
CC(=O)Nc1ccc(S(=O)(=O)Nc2ccc(NC(=O)c3ccco3)cc2)cc1 | x | x | i | 1.2 | 1 | -10% | -0.7% | 5% | 0.6% | -3% | 6%
CC(=O)Nc1ccc(Nc2c([N+](=O)[O-])cc(S(C)(=O)=O)cc2[N+](=O)[O-])cc1 | 6 | 11 | i | 0.2 | 1 | -7% | 2.0% | 8% | 1.3% | -2% | -11%
O=C(CSc1nc(-c2ccccc2)nc2ccc(F)cc12)Nc1ccc(C(=O)O)cc1 | -4 | 8 | x | x | 1.1 | 4% | 0.4% | -3% | -7.2% | -2% | -4%
CC(C)c1nnc(NC(=O)CCS(=O)(=O)c2ccccc2)s1 | x | x | u | x | x | x | 1.1% | 3% | x | 2% | x
CCCN(CC(=O)Nc1ccccc1C)C(=O)c1ccc(S(=O)(=O)N2CCCCC2)cc1 | x | x | i | 0.0 | x | x | 0.1% | 0% | x | 0% | x
O=C(NCc1ccc2c(c1)OCO2)C1CC(c2ccccc2O)=NO1 (stereo unspecified) | -7 | -4 | i | 1.7 | 1.1 | 0% | 2.1% | -7% | -5.9% | -1% | 6%
CC(C)NC(=O)/C=C/C(=O)O | 3 | -8 | i | 0.6 | 1.1 | -18% | 2.5% | 6% | -3.6% | 3% | -22%
